Source: PubChem BioAssay
mIAP act = increases mouse intestinal alkaline phosphatase activity; activation factor at 10 µM; muIAP, CDP-Star luminescence, 30 min; active compounds read high; 1 = vehicle-only enzyme signal, 0 = enzyme-free wells; AID 2805; 330,000 tested, 0.24% active;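 active means activation factor of at least 2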; further: the source names both 10 and 20 µM as test concentration; values of inactives mirror those of a sister screen read the other way
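also added = chemiluminescent substrate CDP-Star | test system = mouse IAP enzyme | signal = chemiluminescence readout | compound = DMSO-dissolved test compounds | incubation = 30 min at room temperature | benchmarks = DMSO wells, no-enzyme wells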
PfG6PD inh = PfG6PD (Plasmodium falciparum) enzyme inhibition | PfGluPho enzyme, NADPH resazurin-diaphorase fluorescence | 350,000 tested, 0.78% active | inhibition, % at 20 µM;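 active means inhibition reaching at least a set limit at 20 µM in the primary screen, cut at about 59% in these data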;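 further: 0% = DMSO wells with substrate and 100% = DMSO wells lacking glucose-6-phosphate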
APOBEC3A inh = human APOBEC3A DNA deaminase inhibition; P31941; AID 493011; 330,000 tested, 0.41% active; recombinant A3A, FAM/TAMRA ssDNA deamination fluorescence; inhibition, % at 20 µM;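 active means at least 40% inhibition at 20 µM here, with at most 30% in a related deaminase screen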;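 further: plate controls were A3A with DMSO for no effect and wells lacking A3A enzyme for full effect; some results filed as inactive read as strong as hits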
Target sequence (P31941 whole entry, looked up): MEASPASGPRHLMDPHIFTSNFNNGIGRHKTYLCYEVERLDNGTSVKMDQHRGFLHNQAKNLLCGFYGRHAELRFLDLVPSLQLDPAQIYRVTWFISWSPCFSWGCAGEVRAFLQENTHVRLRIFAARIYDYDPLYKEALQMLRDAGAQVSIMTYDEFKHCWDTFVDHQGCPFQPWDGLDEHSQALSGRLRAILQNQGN
hIAP block = human IAP inhibition; P09923; inhibition, % at 10 µM; AID 2544; purified IAP, CDP-Star luminescence, 30 min; 330,000 tested, 0.12% active;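 active means inhibition reaching a set limit with compound at 10 µM in the primary screen, cut at about 35% in these data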;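 further: plate controls were DMSO wells with enzyme for no effect and no-enzyme buffer wells for full effect; values of inactives mirror those of a sister screen read the other way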
Target sequence (P09923 whole entry, looked up): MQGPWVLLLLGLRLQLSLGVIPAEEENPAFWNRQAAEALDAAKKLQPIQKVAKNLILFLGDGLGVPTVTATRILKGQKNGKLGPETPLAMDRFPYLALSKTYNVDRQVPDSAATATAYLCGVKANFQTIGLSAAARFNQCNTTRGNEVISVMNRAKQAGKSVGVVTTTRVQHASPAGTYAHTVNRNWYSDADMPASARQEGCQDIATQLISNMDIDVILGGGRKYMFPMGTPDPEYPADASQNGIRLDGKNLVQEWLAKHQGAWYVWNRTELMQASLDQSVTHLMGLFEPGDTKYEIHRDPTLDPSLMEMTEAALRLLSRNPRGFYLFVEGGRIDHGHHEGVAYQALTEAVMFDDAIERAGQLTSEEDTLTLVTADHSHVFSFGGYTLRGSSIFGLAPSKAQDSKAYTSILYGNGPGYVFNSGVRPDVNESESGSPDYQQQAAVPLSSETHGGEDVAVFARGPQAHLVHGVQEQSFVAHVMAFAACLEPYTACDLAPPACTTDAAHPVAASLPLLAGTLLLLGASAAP
ATG4B inhibitor = ATG4B (human) cysteine protease inhibition; Q9Y4P1; ATG4B cleavage of LC3-PLA2, NBD-HPC fluorescence, 1 h; inhibition, % at 8.33 µM; 340,000 tested, 0.51% active; in the data active means inhibition above about 40%
HKDC1 inh = blocks human hexokinase HKDC1 activity | Q2TB90 | recombinant HKDC1, G6PDH/diaphorase resazurin coupled fluorescence | inhibition, % at 20 µM | 340,000 tested, 0.16% active | AID 493160;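 active means inhibition above about 35% when tested at 20 µM, limit read from the data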;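 further: plate controls were DMSO wells with enzyme for no effect and DMSO wells lacking enzyme for full effect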
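Assay system: recombinant HKDC1 hexokinase; detection: coupled resazurin fluorescence, excitation 525 nm, emission 613 nm; benchmarks: DMSO-plus-enzyme-mix negative control, buffer-substituted positive control; compound dosing: single 20 µM dose; schedule: 90 min at room temperature in dark; also added: glucose plus 1 mM ATP as hexokinase substrates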
mIAP inh = blocks mouse intestinal alkaline phosphatase; purified mouse IAP, CDP-Star luminescence, 30 min; inhibition, % at 10 µM; 330,000 tested, 0.2% active;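 active means inhibition of at least 40% at 10 µM in the primary screen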;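 further: plate controls were DMSO with enzyme for no effect and no enzyme wells for full effect; values of inactives mirror those of a sister screen read the other way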
hIAP act = increases human intestinal alkaline phosphatase activity | P09923 | purified human IAP, CDP-Star luminescence, 30 min; active compounds read high; 1 = vehicle-only enzyme, 0 = enzyme-free background | activation factor at 10 µM | 330,000 tested, 0.16% active | AID 2524;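 active means activation factor of the enzyme at least 2-fold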; further: the source names both 10 and 20 µM as test concentration; values of inactives mirror those of a sister screen read the other way
* marks the source's active call; other numbers are inactive results; nt = not tested or not shown. An excerpt, so the mix of outcomes need not match the whole.

Below each SMILES: hIAP block | mIAP inh | APOBEC3A inh | ATG4B inhibitor | PfG6PD inh | hIAP act | HKDC1 inh | mIAP act
> COC(=O)C1=CO[C@@H](C)[C@@H]2CN(CCc3c[nH]c4ccccc34)CC[C@H]12
  12 | 1 | 0 | -4 | 11 | 0.89 | -1 | 0.99
> CCOC(=O)c1c(C)[nH]c(C)c1C(=O)C(Cc1ccccc1)N(C)C (centres undefined)
  17 | -4 | -3 | 5 | -10 | 0.83 | -5 | 1
> COc1nc2ccccc2nc1N1CCN(C)CC1
  6 | 6 | -4 | -4 | -6 | 0.94 | -7 | 0.94
> CC(=O)O[C@H]1C[C@@H]2CC[C@@H]3[C@H](CC[C@]4(C)C(=O)CC[C@@H]34)[C@@]2(C)C[C@@H]1OC(C)=O
  -14 | -30 | 1 | -9 | 5 | 1.1 | -2 | 1.3
> O=C(c1cccc(Cl)c1)C1CCCN(Cc2ccon2)C1 (centres undefined)
  -12 | 1 | 0 | 10 | 5 | 1.1 | -12 | 0.99
> Cc1cc(/C=C2\C(=O)NC(=O)N(c3ccccc3)C2=O)c(C)n1-c1ccc(C(=O)O)c(Cl)c1
  8 | 3 | 18 | 0 | 16 | 0.92 | 8 | 0.97
> NNc1n[nH]c(=S)n1N
  -37 | 2 | -4 | 2 | 37 | 1.4 | -1 | 0.98
> COc1cc2c(cc1OC)-c1c(OC)c(OC)cc3c1[C@H](C2)N(C)CC3
  7 | 1 | 4 | -12 | 51 | 0.93 | 15 | 0.99
> N=C1c2ccccc2CN1NC(=O)c1ccco1
  4 | -10 | 1 | 4 | -18 | 0.95 | -4 | 1.1
> Cc1ccc(S(=O)(=O)N2CCN(C(=O)COC(=O)Cc3ccccc3)CC2)c(C)c1
  -11 | 4 | 0 | -2 | 8 | 1.1 | -1 | 0.96
> COC(=O)C1=C(c2ccc(F)cc2F)C[C@@H]2CC[C@H]1N2C(=O)NC1CC1
  2 | -9 | 0 | -4 | -12 | 0.98 | -6 | 1.1
> O=C(c1ccncc1)C12CN3CN(CN(C3)C1)C2
  -29 | 1 | 3 | 7 | 3 | 1.3 | -4 | 0.99
> COc1ccc2c3c1OC1[C@H](O)CCC4[C@@H](C2)N(C)CC[C@]314 (some centres undefined)
  14 | 5 | -2 | 1 | 12 | 0.86 | -3 | 0.95
> COC(=O)C1=C(c2cccc(OCc3ccccc3)c2)C[C@@H]2CC[C@H]1N2C(=O)NCc1cccc(OC)c1
  3 | -18 | -4 | 0 | 27 | 0.97 | 3 | 1.2
> O=C(COc1ccc2ccccc2c1)N1CCN(CC2CC3C=CC2C3)CC1 (centres undefined)
  -6 | 1 | 1 | -21 | 16 | 1.1 | 7 | 0.99
> COc1ccc(NC(=O)c2cn(CCC#N)nc2-c2ccccc2)cc1
  4 | -7 | 7 | 2 | -10 | 0.96 | -6 | 1.1
> CCC(C)n1c(O)c(C=NCC2CCCO2)c(=O)[nH]c1=S (centres undefined)
  5 | 4 | 4 | 1 | -2 | 0.95 | 1 | 0.95
> COC(=O)C1=C(c2c(C)noc2C)C[C@@H]2CC[C@H]1N2C(=O)NCCCOC(C)C
  17 | -5 | -2 | 2 | 5 | 0.83 | -4 | 1
> CC1=CC(=O)OC2CC3OC4C[C@@H](C)C5OC6CC7O[C@]8(C)C/C=C\C9OC%10CC%11OC(CC(C)C%12OCCO%12)CC(O)[C@]%11(C)OC%10CC9OC8C[C@]7(C)O[C@]6(C)CCC5OC4C[C@]3(C)OC12 (some centres undefined)
  -1 | 6 | -2 | -8 | 19 | 1 | -3 | 0.94
> CN[C@@H]1C[C@@H](c2ccc(Cl)c(Cl)c2)c2ccccc21
  12 | 10 | -2 | nt | nt | 0.88 | nt | 0.9
> CC(=NCc1cccnc1)c1c(O)n(-c2ccc(Cl)cc2)c(=O)[nH]c1=O
  9 | -5 | 0 | -4 | -18 | 0.91 | 3 | 1
> COc1cc2c(cc1C=O)OCO2
  13 | 4 | -4 | 0 | -7 | 0.87 | -3 | 0.96
> COc1ccc(C(=O)C2CCCN(C3CSCCSC3)C2)c(C)c1 (centres undefined)
  6 | -8 | -1 | 12 | 6 | 0.94 | -9 | 1.1
> CCCS(=O)(=O)N1CCC(C(=O)N2CCC3(CC2)OCCO3)CC1
  7 | 3 | -3 | -9 | 6 | 0.93 | 1 | 0.97
> COC(=O)C1=C(c2ccc(OCc3ccccc3)cc2)C[C@@H]2CC[C@H]1N2C(=O)NCc1cccc(OC)c1
  -8 | -20 | -2 | 7 | 17 | 1.1 | -1 | 1.2
> COc1ccc(C2SCC(=O)Nc3c2c(=O)[nH]n3C2CCCCCC2)cc1 (centres undefined)
  4 | 4 | -5 | -1 | -5 | 0.96 | 4 | 0.96
> C=CCn1c(O)c(C(C)=Nc2ccc(N(C)C)cc2)c(=O)[nH]c1=O
  6 | 1 | -3 | -1 | 10 | 0.94 | 2 | 0.99
> Cc1cccc(N2C(=O)/C(=C/c3ccc(CN(CCC#N)S(C)(=O)=O)o3)C(=O)NC2=S)c1
  2 | 38 | 28 | 14 | 10 | 0.98 | 1 | 0.62
> CCOc1ccc(N2C(=O)/C(=C/c3ccc(C)o3)C(=O)NC2=S)cc1
  10 | 13 | 20 | 12 | 9 | 0.9 | 5 | 0.87
> COC(=O)[C@@H]1C[C@]2(C(=O)O)c3ccccc3N(OOSc3ccccc3)[C@@H]2N1C(=O)OC
  14 | 0 | 1 | -2 | -5 | 0.86 | -6 | 1
> O=c1c2ccccc2nc(-c2cccs2)n1-c1cnccn1
  -17 | 0 | 6 | -6 | -2 | 1.2 | 5 | 1
> COc1cccc(-n2c(/C=C/c3ccccn3)nc3ccccc3c2=O)c1
  16 | -6 | 2 | -2 | 9 | 0.84 | -1 | 1.1
> N/C(=N\[N+](=O)[O-])N1CCN(C(=O)c2ccccn2)CC1
  -3 | -6 | -4 | 2 | -4 | 1 | -2 | 1.1
> CN(CCCCC(=O)/C=N/O)Cc1ccccc1 (tested in a mixture with another compound)
  0 | -1 | 0 | 2 | 3 | 1 | -3 | 1
> COC(=O)C1=C(c2cccc3c2S(=O)(=O)c2ccccc2-3)C[C@@H]2CC[C@H]1N2C(=O)N1CCc2cc(OC)c(OC)cc2C1
  -17 | 11 | -2 | -6 | 7 | 1.2 | -7 | 0.89
> O=c1[nH]c(=S)[nH]c(O)c1N=Nc1cc2c(cc1[N+](=O)[O-])OCO2
  21 | 10 | 12 | 1 | 0 | 0.79 | 17 | 0.9
> COc1ccc(C(O)C(C)NC(C)C(O)c2ccc(OC)cc2)cc1 (centres undefined)
  -10 | 7 | 3 | -4 | -2 | 1.1 | -6 | 0.93
> CC1CCN(S(=O)(=O)c2ccc(NN=C(C#N)C#N)cc2)CC1
  10 | -1 | -7 | nt | nt | 0.9 | nt | 1
> O=c1c2ccccc2nc(-c2ccco2)n1-c1ccccn1
  11 | -9 | -2 | -3 | 3 | 0.89 | -5 | 1.1
> c1ccc2c(CNC3CCCCCC3)c[nH]c2c1
  13 | 1 | 5 | 5 | -8 | 0.87 | 1 | 0.99
> C=C(C)[C@@H]1C2C(=O)O[C@H]1[C@H]1OC(=O)[C@@]34OC3C[C@]2(O)[C@@]14C (some centres undefined)
  -2 | -10 | 3 | 0 | -15 | 1 | 3 | 1.1
> CCCCn1c(=O)c(C=Nc2cc([N+](=O)[O-])ccc2OC)c(O)n(CCCCl)c1=O
  -13 | -4 | -5 | -2 | 12 | 1.1 | -2 | 1
> CCC(C)n1c(O)c(C=NCCN2CCOCC2)c(=O)[nH]c1=S (centres undefined)
  5 | 0 | -5 | 2 | -24 | 0.95 | -1 | 1
> C/C=C/CC1(CC)C(=O)NC(=S)NC1=O
  -5 | 1 | -2 | 1 | -5 | 1.1 | -8 | 0.99
> Cc1cc(OC(=O)CCNC(=O)OC(C)(C)C)c2c3c(c(=O)oc2c1)CCC3
  6 | -1 | 1 | 15 | 1 | 0.94 | 14 | 1
> CCOC(=O)C(O)(c1ccc(NC(=O)NC2CCCCC2)cc1)C(F)(F)F (centres undefined)
  -5 | -40 | 1 | -1 | 0 | 1.1 | -6 | 1.4
> COc1ccc(OC)c(N=Cc2c(O)[nH]c(=O)[nH]c2=O)c1
  -20 | 13 | -3 | 10 | -13 | 1.2 | 1 | 0.87
> COC(=O)C1=C(c2ccc(OC)c(OC)c2)C[C@@H]2CC[C@H]1N2C(=O)N1CCCCC1
  -6 | -10 | -2 | -4 | -8 | 1.1 | -7 | 1.1
> COc1cccc2c1O[C@H]1C(=O)CC[C@H]3CN(C)CCC231 (some centres undefined)
  -10 | -3 | 0 | 3 | -1 | 1.1 | -5 | 1
> O=C(N/N=C/c1c(O)n(C2CC2)c(=S)[nH]c1=O)c1ccccc1Cl
  -84 | 21 | -11 | 4 | -45 | 1.8 | -5 | 0.79
> Cc1cccc(CN(C)C)c1OC(=O)N(C)C
  -10 | 20 | -2 | -3 | -13 | 1.1 | -7 | 0.81
> O=C1NC(=O)N(Cc2ccco2)C(=O)/C1=C\c1cccn1CCOc1ccc(Cl)cc1
  -12 | 49* | 26 | 4 | 23 | 1.1 | 19 | 0.51
> OC12CCCCC1C(c1ccccc1)NCC2 (centres undefined)
  -22 | -7 | 0 | -1 | 5 | 1.2 | -12 | 1.1
> CNS(=O)(=O)c1ccc(N=Cc2c(O)n(-c3ccc(C)cc3)c(=O)[nH]c2=O)cc1
  12 | -6 | 0 | 1 | -5 | 0.89 | 10 | 1.1
> O=Cc1cn(Cc2ccc(F)cc2Cl)c2ccccc12
  7 | -2 | 1 | 8 | -11 | 0.93 | -4 | 1
> CC(C)CCOP(N)(=O)Oc1ccccc1 (centres undefined)
  -5 | -9 | -5 | -2 | 7 | 1 | -2 | 1.1
> Cc1cc(/C=C2\C(=O)NC(=O)N(c3cccc(F)c3)C2=O)c(C)n1-c1cc(C(=O)O)cc(C(=O)O)c1
  -1 | 10 | 70* | 1 | 0 | 1 | 8 | 0.91
> COc1nc2ccccc2c(=O)n1-c1ccc(Cl)cc1
  32 | -2 | -3 | 14 | -5 | 0.68 | -13 | 1
> CCn1c(O)c(C=Nc2ccc(N3CCOCC3)c(Br)c2)c(=O)n(CC)c1=S
  -13 | 7 | -5 | -4 | 39 | 1.1 | 11 | 0.93
> O=[N+]([O-])c1ccc(N2CCOCC2)c2ccncc12
  15 | 7 | 0 | 7 | 22 | 0.85 | 5 | 0.93
> CNC(=O)Oc1ccc(-c2cn3cc(C)ccc3n2)cc1
  -6 | 2 | -1 | -1 | 62* | 1.1 | 17 | 0.98
> COc1ccccc1NC1(C#N)CCCCC1
  -6 | 3 | -2 | 0 | -7 | 1.1 | -3 | 0.97

Limited to APOBEC3A inh, for 3 of the compounds above:
smiles,APOBEC3A inh
O=C(c1cccc(Cl)c1)C1CCCN(Cc2ccon2)C1 (centres undefined),0
Cc1cc(/C=C2\C(=O)NC(=O)N(c3ccccc3)C2=O)c(C)n1-c1ccc(C(=O)O)c(Cl)c1,18
NNc1n[nH]c(=S)n1N,-4
